PhoP inhibition: inhibitors of PhoP regulon expression, primary screen, Salmonella Typhimurium, GFP reporter (AID 1863); S. Typhimurium PhoP-regulated promoter GFP reporter, 4 h; higher % means a stronger effect; one-dose inhibition, % at 50 µM; IC50 in µM for titrated hits; actives 0.16% (n = 300,000);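 active = inhibition over 29.93%, a cutoff 3 SD above the screen mean, later confirmed by dose response; inconclusive = inhibition over 29.93% but no dose response follow-up; inactive = inhibition at most 29.93% or unconfirmed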;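 also: 0% = low Mg2+ inducing control and 100% = high Mg2+ repressing control; strong numbers were not always called active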
Large T inhibition: SV40 large T antigen inhibitors, biochemical (AID 1903); SV40 large T antigen ATPase/helicase inhibition assay; higher % means a stronger effect; one-dose inhibition, % at 20 µM; IC50 in µM for titrated hits; actives 0.39% (n = 310,000); in the data active = a potency from the dose series; inconclusive = inhibition mostly from about 32% at the one dose, without a potency; inactive = the rest, 99 in 100 with inhibition below about 32%; also: strong numbers were not always called active
Myeloid diff MLP: myeloid differentiation induction; ER-HoxA9 myeloid progenitors, lysozyme-GFP differentiation, flow cytometry; calls only at 10 µM; actives 1% (n = 360,000); AID 624256;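 active = normalized GFP-positive differentiation at or above the plate's own cutoff, the solvent-only control mean plus 3 SD; inconclusive = no clear call, values can overlap the other calls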;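 also: cells exposed to compound for four days before flow analysis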
K1F lysis inhibition: protection from phage-mediated lysis, alamar blue read-out – E. coli UTI89, K1F phage, bacterial capsule biogenesis inhibitors (AID 488966); E. coli UTI89 K1F phage lysis, alamar blue, 2 h; higher % means a stronger effect; inhibition, % at 100 µM, or IC50 in µM where a hit was titrated; actives 0.02% (n = 340,000);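 active = phage lysis inhibition, versus mean bacterial control, above a set limit; inconclusive = no clear call, values can overlap the other calls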;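 also: capsule biogenesis inhibitors block K1F phage lysis so surviving cells raise fluorescence; higher fluorescence means more inhibition of phage lysis; actives were called in the ten point dose series up to 300 µM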
Rac1 GTP hydrolysis: MgcRacGAP GTPase-activating activity inhibitors, confirmation, biochemical, ADP Hunter fluorescence; actives 0.6% (n = 340,000); one-dose inhibition, % at 30 µM; IC50 in µM for titrated hits; MgcRacGAP-stimulated Rac1 GTP hydrolysis, ADP Hunter fluorescence; higher % means a stronger effect; GST-tagged Rac1 F28L mutant substrate;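 active = first-screen hits whose inhibition reached a set limit at any dose in the follow-up dose series; inconclusive = inhibition above the set first-screen limit but never retested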;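 also: fluorescence reports GDP produced by GAP-driven GTP hydrolysis; strong numbers were not always called active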
T cell HTS: T cell immune modulation candidate. 2C CD8+ T cell-vesicle binding, flow cytometry; stronger effect = lower value. calls only at 7 µM. actives 0.068% (n = 330,000). AID 2052;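 active = response, share of CD8 T cells binding vesicles, and their 90th percentile fluorescence all below set limits, cut at about 80% in these data, passing the limit was not always enough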
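Benchmarks: naked versus QL9-loaded vesicles / Assay system: purified 2C TCR transgenic mouse naive CD8+ T cells / Technique: high-throughput flow cytometry with anti-B7-1 and anti-CD8 staining / Timing: Cell–vesicle co-incubation 1.5 h at 37 °C, staining 20 min on ice / Read-out: percent CD8+ FL2 mean versus row control / Probe or stimulus: QL9-loaded Drosophila micro-vesicles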
NTR1 ag: agonists of NTR1, primary screen, imaging, U2OS cells, beta-arrestin-GFP, high content (AID 493036). NTR1-U2OS beta-arrestin-GFP spot imaging, agonist mode. activation, % at 20 µM. actives 0.17% (n = 330,000);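 active = activation at or above 40% of the spot to cytoplasm intensity ratio, with at least 20 cells analyzed; inconclusive = wells under 20 cells, flagged as cytotoxic or low count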;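 also: 0% = DMSO without peptide and 100% = 100 nM NTR1 peptide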
Target sequence (P30989 whole entry, looked up): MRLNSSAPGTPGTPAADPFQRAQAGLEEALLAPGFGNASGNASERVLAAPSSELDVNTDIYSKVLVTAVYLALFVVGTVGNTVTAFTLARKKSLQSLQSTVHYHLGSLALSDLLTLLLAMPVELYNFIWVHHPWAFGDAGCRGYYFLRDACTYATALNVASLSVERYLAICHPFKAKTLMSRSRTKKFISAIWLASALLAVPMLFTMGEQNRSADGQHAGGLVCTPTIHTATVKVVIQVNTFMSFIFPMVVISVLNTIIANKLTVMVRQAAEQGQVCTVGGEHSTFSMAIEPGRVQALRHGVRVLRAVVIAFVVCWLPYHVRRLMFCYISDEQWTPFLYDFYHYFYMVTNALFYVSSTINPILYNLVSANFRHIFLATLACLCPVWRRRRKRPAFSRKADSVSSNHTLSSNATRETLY
RSV CPE inhibition: inhibition of RSV-induced cytopathic effect – HEp-2 cells, primary 10 µM value included (AID 2391) | HEp-2 cells, RSV-induced CPE inhibition; higher % means a stronger effect | CPE inhibition, % at 10 µM, or IC50 in µM where a hit was titrated | actives 0.13% (n = 310,000); in the data active = a potency from the dose series; inconclusive = CPE inhibition mostly from about 23% at the one dose, without a potency; inactive = the rest, 99 in 100 with CPE inhibition below about 21%; also: strong numbers were not always called active
TNAP activation fold: human TNAP enzyme activators, primary screen, biochemical, luminescent, no phosphate acceptor, uHTS (AID 1001); one-dose activation fold at 20 µM; EC50 in µM for titrated hits; actives 0.03% (n = 200,000); purified TNAP, luminescent activation assay, no phosphate acceptor; higher activation fold means a stronger effect; in the data active = activation fold from about 3, or a potency from the dose series; inactive = the rest, 99 in 100 with activation fold below about 1.6; also: many of its hits are not listed in these tables
T cell HTS vesicle-bound %: second read-out of T cell HTS, no call of its own (marks repeat the call); double positive events, %; measured here: CD8+ vesicle-bound cell fraction;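 binding gate set so that unloaded-vesicle control wells show 10% double positive cells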
NTR1 ag cell count 20 µM: recorded beside NTR1 ag, whose call it bears; cell count; measured here: cell count, cytotoxicity flag
Myeloid diff MLP GFP+ MAC1+ %: second read-out of Myeloid diff MLP, no call of its own (marks repeat the call); GFP+ MAC1+ double positive, %; measured here: differentiation confirmed by MAC1 staining
The depositor's hits bear a star; i = inactive; ? = inconclusive; . = not tested or not shown; + = active, no number; [ ] = dose if it differs, or a comment.

SMILES	PhoP inhibition	Large T inhibition	Myeloid diff MLP	Myeloid diff MLP GFP+ MAC1+ %	K1F lysis inhibition	Rac1 GTP hydrolysis	T cell HTS	T cell HTS vesicle-bound %	NTR1 ag	NTR1 ag cell count 20 µM	RSV CPE inhibition	TNAP activation fold
S=c1[nH]c2ccccc2n1CCOc1ccccc1	6%	-5%	i	0.2	0.1%	10%	i	40	2.1	72	10%	.
COc1cc(CNc2ccccc2Oc2cc(=O)n(C)c(=O)n2C)cc(OC)c1OC	2%	0%	i	1.4	4.4%	3%	i	51	-0.3	86	-0.9%	1
CC(C)Sc1nc2c(c(=O)n(C)c(=O)n2C)n1Cc1ccc(Cl)cc1	4%	3%	i	0.6	-0.2%	13%	i	4	4.7	37	2.5%	0.9
OC(COc1ccc(Cl)c2ccccc12)CN1CCN(c2ccccn2)CC1 (centres undefined)	-2%	28%	i	1.3	1.4%	7%	i	25	3.5	63	40%	1
O=C(c1cccs1)N1CCC2(O)CCCCC2C1c1ccc(F)cc1 (centres undefined)	-11%	15%	i	0.1	4.9%	-1%	i	32	-0.8	58	2.8%	1.1
COc1ccccc1-c1sc2ccccc2c1-c1ccc(Br)nc1	.	.	i	1.0	-0.6%	6%	i	27	4.8	54	0.4%	.
COc1cccc(NC(=O)CN2C(=O)C(c3ccc(C)cc3)=NC23CCCCCC3)c1	-2%	25%	i	0.9	2.6%	11%	i	14	1.2	51	2.0%	1.1
NC(=O)c1ccccc1NC(=S)NC(=O)c1ccc(Br)o1	-9%	13%	i	0.6	1.7%[50 µM]	4%	i	48	-0.8	87	2.4%	0.9
Cc1ccc(S(=O)(=O)Nc2ccc(C(=O)NC3CC3)cc2)cc1	-2%	8%	i	0.7	1.1%[50 µM]	10%	i	16	1.2	77	2.0%	.
Cc1ccc(C(=O)N/N=C\c2ccc(-c3ccc(Cl)cc3)o2)cn1	-12%	12%	i	0.4	0.6%	5%	i	56	2.8	50	7.7%	.
CCOC(=O)C1=CN(Cc2cccc(F)c2)S(=O)(=O)N(CC)C1c1ccc(C(F)(F)F)cc1 (centres undefined)	.	.	i	0.8	-0.3%	10%	.	.	0.3	51	.	.
CCN(Cc1ccccc1)C1CCN(Cc2ccccc2)CC1	8%	-2%	i	0.2	-1.7%	-17%	i	47	-0.9	34	-1.6%	.
Cc1c(NC(=O)OCCSc2nc(N(C)C)nc(N(C)C)n2)sc(=S)n1C	-6%	7%	i	2.3	3.3%	4%	i	34	0.8	67	0.4%	1
COC(=O)C1CCN(C(=O)CSc2nnc(-c3ccncc3)o2)CC1	-3%	4%	i	0.7	0.1%	10%	i	41	-0.4	39	2.8%	1.1
CC(C)c1ccccc1NC(=O)CNCCOc1ccccc1F	-11%	9%	i	0.4	-0.2%	.	i	52	-0.2	91	0.7%	.
O=S(=O)(NC1=NCCC1)c1cccc(NC(=S)Nc2ccc(OC(F)F)cc2)c1	.	.	i	1.6	-1.8%	12%	i	56	-1.4	76	.	.
Cc1cc(=O)n2c3ccccc3n(CC(O)CN3CCC(C)CC3)c2c1C#N (centres undefined)	6%	12%	i	0.7	4.1%	7%	.	.	.	.	.	1.1
O=C(OCc1nnn(Cc2ccccc2)c1-c1c(COC(=O)c2ccccc2)nnn1Cc1ccccc1)c1ccccc1	-5%	16%	i	1.0	0.1%	3%	i	41	-0.6	104	6.0%	.
CCS(=O)(=O)n1nc(-c2ccccc2)cc1N	21%	-4%	i	2.1	i	12%	i	31	-1.6	85	-0.2%	0.9
CC(=O)Oc1ccc(/C=N/NC(=O)c2ccc(N(C)S(=O)(=O)c3ccccc3)cc2)cc1	7%	4%	i	0.6	-0.8%	7%	i	20	0.8	50	3.6%	.
Cc1cccnc1NC(=O)CCCc1c[nH]c2ccccc12	-7%	2%	i	0.1	0.9%	-6%	i	67	2.9	64	0.7%	.
NC(=O)CC(NC(=O)c1cccc(Br)c1)c1ccc(NC2CCCCCCCCCCC2)c([N+](=O)[O-])c1 (centres undefined)	-10%	9%	i	0.7	-0.6%	4%	i	17	0.7	66	-1.0%	.
COCCOc1cc2ncnc(N3CCC(C(=O)O)CC3)c2cc1OCCOC	1%	2%	i	0.6	0.5%	9%	i	25	-1.1	56	0.3%	.
CCCCOc1ccc(C2NC(=O)NC(C)=C2C(C)=O)cc1OCC (centres undefined)	-6%	6%	i	0.2	0.4%	-1%	i	56	1.3	88	14%	1.1
CC12CC3(C)CC(C)(C1)CC(NC(=O)N1CCCC1)(C2)C3	8%	-3%	i	2.7	11%	-2%	i	17	-1.9	50	0.8%	1.1
O=C(O)c1ccc(O)c(N2C(=O)Nc3ccccc3N2O)c1	-1%	12%	i	0.7	3.7%	7%	i	31	0.5	56	1.4%	1.1
O=[N+]([O-])c1ccc(C2CC(c3ccccc3)=Nc3ccccc3S2)cc1 (centres undefined)	2%	3%	i	0.5	-0.1%	40%	i	8	62*	79*	6.8%	.
O=C(/C=C/c1ccco1)NCC1OCCc2ccccc21 (centres undefined)	-4%	48%	i	0.7	5.1%	22%	i	29	0.9	40	.	.
N[C@@H](C(=O)N[C@@H]1C(=O)N2C(C(=O)O)=C(Cl)CS[C@H]12)c1ccccc1	-3%	21%	i	1.5	8.9%	20%	i	65	1.3	56	1.2%	1.2
COc1ccc(OC)c(NC(=O)CCN2C(=O)c3cccc([N+](=O)[O-])c3C2=O)c1	-3%	6%	i	1.0	-0.8%	8%	i	56	0.1	55	-0.1%	.

Arranged by value in Myeloid diff MLP GFP+ MAC1+ % (lowest first): 3 of the compounds above.
| canonical_smiles | Myeloid diff MLP GFP+ MAC1+ % |
| --- | --- |
| COc1ccc(OC)c(NC(=O)CCN2C(=O)c3cccc([N+](=O)[O-])c3C2=O)c1 | 1.0 |
| O=S(=O)(NC1=NCCC1)c1cccc(NC(=S)Nc2ccc(OC(F)F)cc2)c1 | 1.6 |
| CC12CC3(C)CC(C)(C1)CC(NC(=O)N1CCCC1)(C2)C3 | 2.7 |

More compounds:
SMILES	PhoP inhibition	Large T inhibition	Myeloid diff MLP	Myeloid diff MLP GFP+ MAC1+ %	K1F lysis inhibition	Rac1 GTP hydrolysis	T cell HTS	T cell HTS vesicle-bound %	NTR1 ag	NTR1 ag cell count 20 µM	RSV CPE inhibition	TNAP activation fold
Cc1ccc(NC(=S)N2CCCC(c3nc4ccccc4[nH]3)C2)cc1 (centres undefined)	2%	-2%	i	0.6	-0.1%	2%	i	44	1.7	42	-1.0%	1.1
O=C(NCCN1CCCCC1)c1cc(OCC(F)(F)F)ccc1OCC(F)(F)F	2%	26%	i	1.2	3.2%	6%	i	25	-0.9	90	1.1%	1
COc1ccc(C2C3=C(CC(C)(C)CC3=O)N(C)C3=C2C(=O)CC(C)(C)C3)cc1	-4%	26%	i	0.8	0.2%	2%	i	57	-0.7	45	-0.1%	1.3
CC1Sc2ccc(S(=O)(=O)N3CCN(c4ccccc4)CC3)cc2NC1=O (centres undefined)	2%	9%	i	1.3	-0.5%	4%	i	34	2.3	52	2.7%	.
COc1cccc(N2CCN(C(=O)C3CCCN(S(=O)(=O)c4ccc5c(c4)oc(=O)n5C)C3)CC2)c1 (centres undefined)	1%	15%	i	2.9	0.3%	5%	i	34	-0.3	64	3.8%	.
COC(=O)c1ccccc1S(=O)(=O)N1CCC(C(=O)N2CCC2)CC1	.	.	i	0.2	0.5%[50 µM]	2%	i	23	-0.3	59	0.1%	.
O=C(c1cccs1)N(C(=O)c1cccs1)c1ccccn1	7%	5%	i	0.9	0.7%	4%	i	28	-0.8	44	0.7%	1.2
NC(CO)C12CC3CC(CC(C3)C1)C2 (centres undefined)	-1%	9%	i	0.5	1.5%	3%	i	55	-0.9	47	.	.
CSc1sc(C(=O)NC(=O)NCc2cccnc2)c(C)c1-c1ccon1	-5%	2%	i	0.7	-0.1%	9%	i	26	1.6	39	3.2%	.
CC(=O)Nc1ccc(NC(=O)COC(=O)C2CCCCC2)cc1	.	.	i	0.9	0.5%[50 µM]	4%	i	41	1.4	52	.	.
Cc1cc(C)c(S(=O)(=O)N2CCCCC2CCNC(=O)C(=O)NC2CC2)c(C)c1 (centres undefined)	-5%	8%	+	2.0*	0.6%[50 µM]	7%	i	48	-0.3	55	4.4µM*	.
CC(=O)C[C@H](O)CC(=O)[C@H]1OC(=O)CCCCC/C=C/Cc2ccccc21	.	.	i	1.9	0.4%	2%	i	15	0.0	70	.	.
COC(=O)CN1C(=O)[C@H]2[C@@H](/C=C/c3ccccc3)N3C(=O)CN(Cc4ccccc4)C(=O)[C@@]3(Cc3ccccc3)[C@H]2C1=O	1%	9%	i	1.1	-0.1%	-4%	i	58	1.6	71	2.1%	.
C[n+]1cccc2cccc([O-])c21	-19%	5%	i	0.4	0.3%	9%	.	.	.	.	.	.
O=C(O)C1CC(O)CN1c1nc(Cl)ccc1[N+](=O)[O-] (centres undefined)	-8%	5%	i	0.3	0.3%	3%	i	58	-1.4	38	1.4%	1
N=c1c(C(=O)NCC2CCCO2)cc2c(=O)n3ccccc3nc2n1Cc1ccccc1 (centres undefined)	-10%	18%	?	.	0.3%	3%	i	11	1.9	50	1.9%	.
COc1ccccc1CCNC(=O)C(=O)c1cn(CC(=O)N2CCOCC2)c2ccccc12	2%	1%	i	0.5	0.0%	6%	i	2	0.8	47	0.0%	.
Cc1nn(-c2ccc(F)cc2)c(Cl)c1/C=C1\C(=O)Nc2ccccc21	-4%	27%	i	0.2	0.2%	8%	i	50	18	93	-1.4%	1
COc1ccc(/C=C/c2c(-c3ccc(OC)cc3)oc3ccccc23)cc1	10%	4%	i	1.4	1.4%	-6%	i	13	0.3	98	1.0%	.
O=C(O)c1ccccc1S(=O)(=O)c1ccccc1CO	-12%	7%	i	0.5	0.2%	4%	i	51	-0.2	68	2.8%	1.1
CC(=O)Nc1ccc2nc(NC(=O)CS(=O)(=O)c3ccccc3)sc2c1	-5%	5%	i	0.5	0.8%[50 µM]	14%	i	29	0.3	57	-2.3%	.
CC(C)(C)c1ccc(S(=O)(=O)N2CCN(CCC#N)CC2)cc1	-1%	-4%	i	0.6	3.5%	-7%	.	.	0.4	54	0.7%	1

Bioassay records: PubChem, several laboratories

No enrichment for hits. About 2.3% of those tested had a hit in this group.
